# Bioassay records (PubChem BioAssay)
# Growth percent in the NCI-60 one-dose screen (48 h, 10 µM unless noted): 100 = growth as untreated, 0 = no growth, -100 = all killed.
# CCRF-CEM: CCRF-CEM leukemia | AID 1794778 | 77,000 tested, 7% active
# HOP-62: HOP-62 NSCLC | 80,000 tested, 3.9% active
# K-562: K-562 leukemia | 78,000 tested, 7.4% active | AID 1794777
# RPMI-8226: RPMI-8226 leukemia cells; 77,000 tested, 7.5% active; AID 1794781
# MDA-MB-468: MDA-MB-468 breast cancer | 78,000 tested, 8.5% active
# MDA-MB-435: MDA-MB-435 melanoma. 82,000 tested, 7.8% active. AID 1794794
# SR: SR leukemia cells. AID 1794780. 73,000 tested, 8.7% active
# MOLT-4: MOLT-4 leukemia cells | 80,000 tested, 6.9% active | AID 1794779
# Numbers without * were called inactive; x = not tested or not shown; & = joins results of further samples; ! = not confirmed by another sample. The calls were made as follows: active = growth percent below 10; inactive = the rest. Rows were taken by chance, and some 15% of all compounds hit somewhere here.
entry	Molecule	CCRF-CEM	HOP-62	K-562	RPMI-8226	MDA-MB-468	MDA-MB-435	SR	MOLT-4
1	CCOC(=O)c1c2ccncc2n2c(=O)n(-c3ccc(Cl)cc3)nnc12	46	68	60	78	x	82	44	84
2	Oc1ccc[nH]c1=S	104	102	105	110	95	96	x	97
3	CC1=NN(c2cn3c(-c4ccccc4)csc3n2)C(=O)C1	96	95	83	94	114	93	85	84
4	O=C(CSc1nnc2c(n1)[nH]c1ccccc12)c1ccc(Cl)cc1	92	107	96	85	93	108	x	100
5	O=C(O)N/N=C/c1cc(Cl)ccc1O	83	95	94	95	93	101	89	90
6	CC1=CC(=O)C(/C(C)=N/NC(=O)c2ccccc2NC(=O)c2ccc(C)cc2)C(=O)O1 (centres undefined)	89	82	92	98	94	114	88	72
7	O=S(=O)(Nc1cccc(O)c1)c1ccccc1	100	98	106	94	93	94	99	103
8	COc1cc(/C=N/NC(=S)NNC(=S)NC2CC2)cc(OC)c1OC	93	99	93	93	108	99	85	89
9	CCCCC(O)Cn1ncc(C(=O)OCC)c1NC(=O)NCc1ccccc1F (centres undefined)	97	94	90	78	87	102	102	98
10	COc1ccc(Nc2nnc(COc3ccc(CNC(=O)CCCC/C=C/C(C)C)cc3OC)o2)cc1	x	x	84	93	105	102	95	98
11	O=C(Nc1nc2ccc(Cl)cc2s1)c1ccc(C(=O)Nc2nc3ccc(Cl)cc3s2)cc1	95	89	102	103	103	98	86	96
12	Cc1[nH]c(C(=O)Nc2nc3ccc(NC(N)=O)cc3s2)c(Cl)c1Cl	91	106	93	98	94	106	93	91
13	Cc1ccc(NC(=O)CSC(N)=O)cc1	90	119	111	84	111	106	109	102
14	C=C(C)[C@@H]1CC[C@]2(C(=O)O)CC[C@]3(C)[C@H](CC[C@@H]4[C@@](C)(CCC(=O)O)[C@H](C(=C)C)CC[C@]43C)[C@@H]12	92	100	85	92	94	98	88	95
15	COc1ccc(-c2cc(-c3cccnc3)[nH]c(=O)c2C(N)=O)cc1OC	131	92	96	115	x	110	97	105
16	CC(=O)Nc1cc2ccccc2[n+](C)c1	108	87	98	105	103	104	100	95
17	O=C(COc1ccc(NC(=O)Nc2ccccc2)cc1)N=Nc1c(O)[nH]c2ccc(Br)cc12	77	37	41	68	52	49	51	67
18	COc1cccc(C(=O)NNc2nc(-c3ccccc3)nc3ccccc23)c1	76	117	65	54	74	92	84	69
19	Brc1ccc(Br)c2cnccc12	108	x	91	93	109	104	x	81
20	CC1(C)N=C(N)N=C(N)N1c1cc(Cl)ccc1Cl	96	93	71	107	54	108	67	71
21	CC(=O)Nc1ccc(NC(=O)c2sc3nc4cc5c(cc4cc3c2N)OCCO5)cc1	106	96	127	110	123	97	87	97
22	COc1ccc(-c2cn(-c3ccc(Cl)cc3)c(SCc3ncc(C)cc3C)n2)cc1	96	91	x	88	116	102	80	68
23	Cc1ccc(N2C(=O)/C(=C3\SC(=S)N(c4ccc(C)c(C)c4)C3=O)SC2=S)cc1C	103	90	89	110	89	104	57	118
24	Fc1ccc(-c2nc3cc4nc5ccccc5[nH]c4cc3n2)cc1	93	107	x	91	90	95	89	88
25	C[C@H]1[C@H]2[C@H]3CC[C@@H]4[C@@]5(C)CC[C@H](O)C(C)(C)[C@@H]5CC[C@@]4(C)[C@]3(C)CC[C@]23CO[C@]1(C)[C@@H](C(=O)/C=C\c1cccnc1)C3	31	82	18	9.6*	21	35	x	25
26	Nc1ccc(Oc2ccc(Cl)cc2)c(Cl)c1	74	90	93	81	96	106	98	78
27	CCCCC[n+]1ccc(SCC(=O)N(C)c2ccc(C(F)(F)F)cc2)c2ccccc21	70	112	54	x	78	88	56	69
28	CC(=O)O[C@@H](C)[C@@H]1O[C@@H]2CC(=O)O[C@@H]2[C@H]1O	105	99	95	107	115	100	99	96
29	O=C1OC(=O)C2C3C=CC(CC3)C12 (centres undefined)	x	108	61	99	99	103	109	102
30	CCOC(=O)/C=C(\C)OCC	101	97	125	108	102	100	111	129
31	COc1cc(-c2cc(-c3cc(OC)c(OC)c(OC)c3)nc(N3CCOCC3)c2C#N)ccc1O	84	94	94	84	101	113	81	92
32	Cc1ccc(F)cc1/C=C1\Cc2c(Br)cccc2C1=O	83	56	114	91	86	99	86	48
33	S=C(NNC(=S)Nc1ccccc1)Nc1ccccc1	107	114	101	99	107	102	99	82
34	CCN(CC)c1ccc(C=Nc2ccnc3ccc(OC)cc23)cc1	102	122	81	109	101	121	91	85
35	CN1CCN(c2ccc(-c3ccc4ncc(C#N)c(Nc5ccc(F)c(Cl)c5)c4c3)cc2)CC1	13	66	0.4*	4.9*	1.5*	22	x	36
36	CCCCCCCCCCC1OC(C)CC(C)O1 (centres undefined)	x	100	87	100	98	107	72	87
37	CCN(CC)c1ccc(C=Nc2ccc3c(O)cc(S(=O)(=O)O)cc3c2)cc1	89	95	92	97	96	106	86	77
38	C(=N\Nc1nnc(-c2ccncc2)o1)/c1ccccc1	97	98	95	99	100	99	96	97
39	Nc1ccccc1SC1CC(=O)N(c2ccccc2)C1=O (centres undefined)	98	86	98	84	93	101	101	97
40	Nc1cc(=O)[nH]n1S(=O)(=O)c1ccc(Cl)cc1	102	x	102	108	108	106	95	100

# 3 of the compounds above, with each value named:
(34) CCN(CC)c1ccc(C=Nc2ccnc3ccc(OC)cc23)cc1
  CCRF-CEM: 102	HOP-62: 122	K-562: 81	RPMI-8226: 109	MDA-MB-468: 101	MDA-MB-435: 121	SR: 91	MOLT-4: 85
(35) CN1CCN(c2ccc(-c3ccc4ncc(C#N)c(Nc5ccc(F)c(Cl)c5)c4c3)cc2)CC1
  CCRF-CEM: 13	HOP-62: 66	K-562: 0.4*	RPMI-8226: 4.9*	MDA-MB-468: 1.5*	MDA-MB-435: 22	SR: x	MOLT-4: 36
(36) CCCCCCCCCCC1OC(C)CC(C)O1 (centres undefined)
  CCRF-CEM: x	HOP-62: 100	K-562: 87	RPMI-8226: 100	MDA-MB-468: 98	MDA-MB-435: 107	SR: 72	MOLT-4: 87

# (continued)
entry	Molecule	CCRF-CEM	HOP-62	K-562	RPMI-8226	MDA-MB-468	MDA-MB-435	SR	MOLT-4
41	C1=CC2CCC1CC2c1ccccc1 (centres undefined)	104	111	106	101	100	98	97	101
42	Clc1ccc(/C=C/c2nc(N3CCOCC3)c3nc(Cl)c(Cl)cc3n2)cc1	106	110	79	102	102	98	98	88
43	O=NN(Cc1cccnc1)C(=O)NC1CCCCC1	102	107	101	95	104	108	100	111
44	O=C1C2C3C=CC(C3)C2C(=O)N1CCO (centres undefined)	108	93	101	117	90	96	95	94
45	COc1cc(/C=N/Nc2ncnc3c2c(C)nn3-c2ccc(F)cc2)cc(OC)c1OC	95	100	103	99	105	102	86	93
46	CC1(C)OC2=C(C(=O)c3cc(O)cc(O)c3C2=O)[C@@H]2C=C(CO)[C@@H](O)[C@H](O)[C@@H]21	91	92	81	97	102	115	102	75
47	c1ccc2c(c1)C[C@@H]1OC(CC3=N[C@@H]4c5ccccc5C[C@@H]4O3)=N[C@H]21	99	97	96	106	100	101	86	106
48	O=C(O)C(O)C(O)C(OC1OC(CO)C(O)C(O)C1O)C(O)CO (centres undefined)	112	102	106	x	105	106	103	102
49	O=C(Nc1ccc(Cl)cc1)N1NC(c2ccc(Cl)cc2)C=C1c1ccccc1 (centres undefined)	58	93	103	100	98	103	81	84
50	CCN(CC)CCNc1ccc(C)c2sc3ccccc3c(=O)c12 (tested in a mixture with another compound)	29&56	51&51	0.3*!	-9.0*!	17&12	28&24	8.5*!	9.0*!

# Some of the entries so far, with two lines to a compound:
# Values run as follows: CCRF-CEM | HOP-62 | K-562 | RPMI-8226 | MDA-MB-468 | MDA-MB-435 | SR | MOLT-4
47. c1ccc2c(c1)C[C@@H]1OC(CC3=N[C@@H]4c5ccccc5C[C@@H]4O3)=N[C@H]21
 : 99 | 97 | 96 | 106 | 100 | 101 | 86 | 106
46. CC1(C)OC2=C(C(=O)c3cc(O)cc(O)c3C2=O)[C@@H]2C=C(CO)[C@@H](O)[C@H](O)[C@@H]21
 : 91 | 92 | 81 | 97 | 102 | 115 | 102 | 75
49. O=C(Nc1ccc(Cl)cc1)N1NC(c2ccc(Cl)cc2)C=C1c1ccccc1 (centres undefined)
 : 58 | 93 | 103 | 100 | 98 | 103 | 81 | 84

# (cont.)
entry	Molecule	CCRF-CEM	HOP-62	K-562	RPMI-8226	MDA-MB-468	MDA-MB-435	SR	MOLT-4
51	COc1cc(/C=C/C(=O)c2c(C)[n+]([O-])c3ccccc3[n+]2[O-])ccc1O	124	125	85	104	x	79	x	126
52	COc1ccccc1NC(=S)N/C=C(\C#N)C(=O)c1ccc2ccccc2c1	98	88	105	101	114	98	79	98
53	CCC1CCc2nc3sc(C(=O)Nc4cccc(F)c4)c(N)c3cc2C1 (centres undefined)	48	74	29	45	23	-13*	12	37
54	NNC(=O)c1cccc2ccccc12	95	100	93	110	100	105	87	94
55	CCOC(=O)c1ccc(NC(=S)NC(=O)c2ccccc2)cc1	98&84	103&104	87&88	99&82	93&89	102&97	97&116	96&92
56	CC(=O)[C@H]1CC[C@H]2[C@@H]3CC[C@H]4CC(=O)CC[C@@H]4[C@H]3CC[C@]12C	79	115	95	86	93	92	94	89
57	Cc1cc(C)c(Nc2nc3c(s2)C2=CC[C@H]4[C@@H]5CC[C@H]([C@H](C)CCCC(C)C)[C@@]5(C)CC[C@@H]4[C@@]2(C)CC3)c(C)c1	108	84	109	111	90	102	105	101
58	N#Cc1cnn2c(-c3ccc(Cl)cc3)nc(NCCc3ccccc3)nc12	96	85	x	x	110	101	84	74
59	CCCCC(=O)Nc1ncc(Cc2ccc(Cl)cc2)s1	76	69	38	86	26	0.6*	33	66
60	COc1cc(NS(=O)(=O)c2ccccc2)c2nc3ccc(Cl)cc3nc2c1	97	87	100	101	104	106	122	108
61	C/C=C/C(=O)OCCCc1ccccc1	99	98	102	101	113	98	97	115
62	O=S(=O)(O)c1cc(O)c2cc(Nc3ccccc3)ccc2c1	109	86	118	98	95	128	98	117
63	N#Cc1cc([N+](=O)[O-])ccc1N/C(N)=N/c1nc2ccccc2s1	101	96	96	95	100	105	99	101
64	CC/C(=C(/c1ccc(O)cc1)c1ccc(OCCN(C)C(=O)COCCOCCNC(=O)c2ccc3c(c2)CN([C@@H]2CCC(=O)NC2=O)C3=O)cc1)c1ccccc1	13	81	x	79	-24*	97	x	x
65	Nc1cc(N)nc(SCC(=O)O)n1	96	104	101	102	108	109	92	103
66	COc1cc(C2CC(=O)Nc3c2c(C)nn3-c2nc3ccccc3[nH]2)cc(OC)c1O (centres undefined)	0.8*	89	76	84	19	23	9.4*	-36*
67	Nc1cc(=O)[nH]c(=O)[nH]1	82	99	99	85	x	103	97	91
68	Cc1ccc(/C=C/C(=O)c2ccc(N)cc2)c(C)c1	-45*	104	x	33	89	77	-45*	-41*
69	OCc1ccccc1F	84	97	106	106	73	98	93	92
70	CC(=O)n1cc(/C=C2\N=C(c3ccccc3)N(c3ccc(S(=O)(=O)Nc4nccs4)cc3)C2=O)c2ccccc21	72	111	85	85	95	93	70	79
71	COc1cc(-c2nc(SCCC(C)C)nc(Nc3ccc(S(N)(=O)=O)cc3)c2C#N)cc(OC)c1OC	14	33	7.5*	-0.2*	43	22	-19*	2.0*
72	N#Cc1c(-c2ccc(Cl)cc2)nc2c(c(-c3ccccc3)nn2-c2ccccc2)c1-c1ccc(N2CCOCC2)cc1	98	100	93	113	93	102	116	99

# 6 records picked at random from those above:
entry	Molecule	CCRF-CEM	HOP-62	K-562	RPMI-8226	MDA-MB-468	MDA-MB-435	SR	MOLT-4
54	NNC(=O)c1cccc2ccccc12	95	100	93	110	100	105	87	94
13	Cc1ccc(NC(=O)CSC(N)=O)cc1	90	119	111	84	111	106	109	102
35	CN1CCN(c2ccc(-c3ccc4ncc(C#N)c(Nc5ccc(F)c(Cl)c5)c4c3)cc2)CC1	13	66	0.4*	4.9*	1.5*	22	x	36
53	CCC1CCc2nc3sc(C(=O)Nc4cccc(F)c4)c(N)c3cc2C1 (centres undefined)	48	74	29	45	23	-13*	12	37
49	O=C(Nc1ccc(Cl)cc1)N1NC(c2ccc(Cl)cc2)C=C1c1ccccc1 (centres undefined)	58	93	103	100	98	103	81	84
50	CCN(CC)CCNc1ccc(C)c2sc3ccccc3c(=O)c12 (tested in a mixture with another compound)	29&56	51&51	0.3*!	-9.0*!	17&12	28&24	8.5*!	9.0*!
